Screening data (PubChem BioAssay)
USP2a inh: qHTS Assay for Inhibitors of Ubiquitin-specific Protease USP2a Using CHOP2 as the Reporter; USP2 core, Ub-CHOP2 coupled fluorogenic reporter, 485/531; Potency, µM (highest dose often 38.3 µM), for inactives: top-dose activity change, negative = inhibition, most hits filed as inhibitors; 0.01% of 330,000 active;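 further: potency means the concentration at half of the fitted maximal effect; plate controls were DMSO wells for no effect and full inhibition by NEM control for full effect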
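USP2 core (10nM final) preincubated 30min RT with compound in 20mM Tris-HCl pH 8.0, 2mM CaCl2, 2mM beta-mercaptoethanol, 0.05% CHAPS; 25nM Ub-CHOP2 plus 25nM reporter substrate added, fluorescence (Ex485/Em531) read after 60min.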
PKM2 act: qHTS Assay for Activators of Human Muscle isoform 2 Pyruvate Kinase. Pyruvate kinase PKM (Homo sapiens), P14618. AID 1631, 2009. purified PKM2, Kinase-Glo ATP luminescence, activation; response scale: 0% is enzyme alone, no compound. Potency, µM (series often up to 57.5 µM), for the others: top-dose activation, usual class: activators. 0.34% of 260,000 active; further: potency means the concentration at half of the fitted maximal effect; nearly all actives have a fitted effect of over 55% in size
Target sequence (P14618 whole entry, looked up, canonical isoform): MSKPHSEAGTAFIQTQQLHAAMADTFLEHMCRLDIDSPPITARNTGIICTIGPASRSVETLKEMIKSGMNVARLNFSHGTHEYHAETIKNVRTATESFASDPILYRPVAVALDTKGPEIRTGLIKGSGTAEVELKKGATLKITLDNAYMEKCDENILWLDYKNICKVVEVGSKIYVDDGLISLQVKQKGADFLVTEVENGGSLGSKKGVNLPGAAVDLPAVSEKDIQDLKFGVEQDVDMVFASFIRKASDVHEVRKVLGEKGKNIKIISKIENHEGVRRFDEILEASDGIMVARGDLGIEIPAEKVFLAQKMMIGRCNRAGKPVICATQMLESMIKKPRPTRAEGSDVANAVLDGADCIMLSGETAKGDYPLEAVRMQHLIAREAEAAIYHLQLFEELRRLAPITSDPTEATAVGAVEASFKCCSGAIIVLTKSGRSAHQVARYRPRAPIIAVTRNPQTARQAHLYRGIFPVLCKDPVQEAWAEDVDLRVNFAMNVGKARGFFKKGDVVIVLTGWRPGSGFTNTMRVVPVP
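Purified hPK-M2 (>95% pure) converted ADP (0.1 mM final) to ATP with 0.5 mM PEP in 50 mM imidazole pH7.2, KCl, MgCl2, Tween 20, BSA; 1 h at room temperature. ATP detected by Kinase-Glo luminescence.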
KCNH2 3.1 block: qHTS for Inhibitors of KCHN2 3.1: Mutant qHTS | activity change, % (tested at about 1.8 µM) | AID 720553, 2013 | Potassium voltage-gated channel subfamily H member 2, brain isoform KCNH2 3.1 (human) | 0.95% of 340,000 active | U2OS KCNH2 3.1, thallium flux FluxOr; stronger effect = lower value;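 active means maximum activity change below -70%; inconclusive means maximum activity change from -70% to -50%; inactive means maximum activity change above -50%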;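 further: thallium influx rate constant from kinetic fluorescence after stimulation buffer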
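Virally transduced U2OS (3.1 isoform, 4 h infection in dark at RT) → overnight 37 C → FluxOr + Red40 in HBSS/HEPES, 45 min → stimulation buffer, 2 min kinetic read → rate constant vs DMSO controls.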
Eya2 phos inh: qHTS Assay for Inhibitors of the Phosphatase Activity of Eya2. recombinant Eya2, OMFP fluorescence dephosphorylation (OMFP is methylfluorescein phosphate). 0.006% of 330,000 active. Potency, µM (doses to about 76.9 µM), inactives show top-dose activity, negative = inhibition, actives largely listed as inhibitors; further: potency means the concentration at half of the fitted maximal effect
Target sequence (O00167 whole entry, looked up): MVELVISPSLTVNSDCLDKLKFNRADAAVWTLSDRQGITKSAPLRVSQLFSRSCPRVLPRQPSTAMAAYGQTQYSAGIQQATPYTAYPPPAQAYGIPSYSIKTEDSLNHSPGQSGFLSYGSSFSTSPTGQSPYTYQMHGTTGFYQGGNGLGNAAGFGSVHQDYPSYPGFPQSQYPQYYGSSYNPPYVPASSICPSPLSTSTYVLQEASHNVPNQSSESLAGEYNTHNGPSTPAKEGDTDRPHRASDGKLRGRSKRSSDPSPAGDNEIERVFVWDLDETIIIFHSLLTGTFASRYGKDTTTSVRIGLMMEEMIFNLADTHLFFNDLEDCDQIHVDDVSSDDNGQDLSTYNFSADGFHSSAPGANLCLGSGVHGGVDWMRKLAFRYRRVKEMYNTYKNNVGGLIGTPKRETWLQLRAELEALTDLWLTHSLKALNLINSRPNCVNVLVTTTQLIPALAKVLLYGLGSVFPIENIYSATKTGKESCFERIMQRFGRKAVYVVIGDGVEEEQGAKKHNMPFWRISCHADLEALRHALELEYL
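Eya2 protein (added as 0.2 uM solution) was preincubated with compound for 10 min at ambient temperature in 50 mM HEPES pH 7.5, 50 mM NaCl, 5 uM MgCl2, 0.05% BSA, 1 mM DTT. OMFP (added at 50 uM) then reacted 10 min; fluorescence read at 485/525 nm.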
KCNH2 WT inh: qHTS for Inhibitors of KCHN2 3.1: Wildtype qHTS; Voltage-gated inwardly rectifying potassium channel KCNH2 (Homo sapiens), Q12809; U2OS, BacMam KCNH2, thallium flux FluxOr; stronger effect = lower value; activity change, % at 1.84 µM; 0.37% of 340,000 active; AID 720551, 2013;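 active means maximum activity change below -70%; inconclusive means maximum activity change between -70% and -50%; inactive means maximum activity change above -50%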
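U2OS cells were transduced with wild-type KCNH2 virus (2.03 x 10^8 / mL) for 4 h at room temperature, then cultured overnight at 37 C. Thallium flux was read with FluxOr dye. Rate constants were normalized to DMSO controls.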
B2AR arrestin: qHTS assay of beta-arrestin-biased ligands of beta2-adrenergic receptor | Potency, µM (doses to about 46.1 µM), for inactives: at the highest dose activation, hits mostly activators | beta-arrestin recruitment to beta2AR, cell-based reporter | AID 492947, 2010 | 0.02% of 330,000 active | Beta-2 adrenergic receptor (Homo sapiens), P07550;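 further: potency means the concentration at half of the fitted maximal effect; 0% = DMSO controls and full agonism = EC100 isoproterenol or metaproterenol; nearly all actives have a fitted effect of over 65% in size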
FBPA coupling cs: qHTS Assay for Inhibitors of Fructose-1,6-bisphosphate Aldolase from Giardia Lamblia: Coupling assay counterscreen; coupling enzyme system counterscreen, AmpLite Red fluorescence; activity change, negative = inhibition, % at 58.2 µM, hits read low; 0.67% of 290,000 active; in the data active means activity change below about -30%
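Fluorescence at 525 nm excitation and 598 nm emission measured inhibition of the coupled detection system without aldolase. Compounds (at 57.5 uM final) were preincubated 10 min at room temperature with coupling enzyme reagent before a 20 min substrate/AmpLite Red step.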
uPA generation: qHTS for Inhibitors of Cell Surface uPA Generation. Potency, µM (titrated, usually from 38.3 µM), for inactives: top-dose activity change, negative = inhibition, most hits filed as inhibitors. cell surface uPA generation assay, qHTS. 0.31% of 330,000 active. AID 540303, 2011; active means well fitted inhibition curve with a large enough effect; inconclusive means small, poorly fitted or top-dose-only effect; inactive means no such curve, though single readings can be large or run the other way; tested in mouse RAW 264.7 cells; further: potency means the concentration at half of the fitted maximal effect; nearly all actives have a fitted effect of over 55% in size
Giardia killer: Small Molecules that selectively kill Giardia lamblia: qHTS; Giardia lamblia trophozoite viability; activity change, % at 7.66 µM, hits read low; 0.15% of 340,000 active; in the data active means activity change below about -80%; inconclusive means between about -30% and that limit;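 further: parasites exposed to compound for two days anaerobically before the ATP read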
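Luminescence from cellular ATP indicates surviving trophozoites (100 cells/well) following 48 hrs anaerobic compound treatment at 37 deg C; signal develops 15-30 min at room temperature.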
BCR signal inh: qHTS Assay to Find Inhibitors of Chronic Active B-Cell Receptor Signaling; ABC-DLBCL IkBa-CBG/CBR reporter, luminescence ratio, 4 h; Potency, µM (doses to about 46.1 µM), inactives show at the top dose ratio change, negative = lower green/red ratio, hits mostly inhibitors; 0.05% of 340,000 active; active means well fitted inhibition curve with a large enough effect in the signal ratio, with a control signal flat, not every such curve was filed as active; inconclusive means small, poorly fitted or top-dose-only effect, or effect the other way, or a change in a side signal; the % refers to the signal ratio;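 further: potency means the concentration at half of the fitted maximal effect; plate controls were basal doxycycline-induced cells for no effect and cells given 10 µM MG132 for full effect; MG132 reads +100%, hits lower the ratio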
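TMD8 ABC-DLBCL cells carrying doxycycline-inducible green luciferase fused to IkappaBalpha plus unfused red luciferase were exposed to compounds (up to 46 uM) for 4 hrs at 37C. Activity came from the overlap-corrected green/red luminescence ratio.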
GALK inhibitor: qHTS Assay for Inhibitors of Human Galactokinase (GALK). P51570. Potency, µM (highest dose often 57.5 µM), without a hit: top-dose activity change, negative = inhibition, most hits filed as inhibitors. AID 1868, 2009. Purified GALK, Kinase-Glo residual ATP luminescence. 0.007% of 270,000 active; further: potency means the concentration at half of the fitted maximal effect
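ATP-depletion format; final 35 uM ATP, 100 uM D-galactose, 5 nM enzyme; pH 8.0 HEPES/Mg2+ buffer; 60 min RT; luminescence read 10 min after detection reagent.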
* marks the source's active call; other numbers are inactive results; i = inactive; ? = inconclusive; nt = not tested or not shown. Unless noted, the call rests on the fitted dose curve; in most records, active means well fitted curve in the direction sought with a large enough effect; inconclusive means small, poorly fitted or top-dose-only effect, or another doubt; inactive means no such curve, though single readings can be large; an effect the other way counts as inactive or inconclusive. Unless noted, on the % scale 0 is the no-effect control and ±100 the full control effect. The order is random; about 2.4% have a hit in one of these screens.

Start of the data: the first two entries, to show the layout:
SMILES	USP2a inh	PKM2 act	KCNH2 3.1 block	Eya2 phos inh	KCNH2 WT inh	B2AR arrestin	FBPA coupling cs	uPA generation	Giardia killer	BCR signal inh	GALK inhibitor
CCOC(=O)N1CCc2c(sc(NC(=O)CN3CCOCC3)c2C#N)C1	-1%	-22%	-11	18%	-2	0.2%	-1	4%	-7	?	4%
COc1ccc(C(=O)C2CCCN(C(=O)c3noc4c3CCCC4)C2)c(C)c1 (stereo not given)	-2%	2%	-2	-4%	-2	-0.7%	0	-2%	12	1%	10%

The listing (from the top)
SMILES	USP2a inh	PKM2 act	KCNH2 3.1 block	Eya2 phos inh	KCNH2 WT inh	B2AR arrestin	FBPA coupling cs	uPA generation	Giardia killer	BCR signal inh	GALK inhibitor
CCOC(=O)N1CCc2c(sc(NC(=O)CN3CCOCC3)c2C#N)C1	-1%	-22%	-11	18%	-2	0.2%	-1	4%	-7	?	4%
COc1ccc(C(=O)C2CCCN(C(=O)c3noc4c3CCCC4)C2)c(C)c1 (stereo not given)	-2%	2%	-2	-4%	-2	-0.7%	0	-2%	12	1%	10%
CCN(CC)P(=O)(Nc1ccccc1Br)c1ccc(N(C)C)cc1NC(=O)c1ccco1 (stereo not given)	3%	-8%	-23	9%	2	-0.5%	-3	12%	-2	6%	-2%
CCCCN(CC)CCNS(=O)(=O)c1ccc2c(c1)oc(=O)n2C	1%	-13%	-5	-8%	8	0.3%	2	3%	18	-1%	-2%
Nc1cccc(C(=O)Nc2ccc(N)cc2Cl)c1	-1%	-8%	23	-11%	37	-0.2%	-4	-7%	0	?	-3%
Cc1cc(C)cc(S(=O)(=O)Cc2noc(C(=O)NCc3ccccc3)c2C(=O)NCc2ccccc2)c1	3%	nt	-28	17%	3	-0.1%	nt	-4%	3	4%	nt
CC(C)(C)NC(=O)C(c1ccccn1)N(C(=O)c1csnn1)C1CCCC1 (stereo not given)	0%	-8%	17	2%	20	0.0%	0	1%	27	-5%	-2%
CC(C)(C)c1cc(CN2CCOCC2)c(C(=O)O)o1	-3%	-1%	2	9%	-4	0.0%	3	-2%	8	1%	0%
CCC(C)NS(=O)(=O)c1ccc(NC(=O)C(Sc2ccccc2)c2ccccc2)cc1 (stereo not given)	4%	-1%	-2	-7%	-2	-0.3%	-4	-8%	17	?	3%
Cc1nc(C(=O)Nc2ccccc2)sc1C1(C)CC(c2cccnc2)=NO1 (stereo not given)	0%	-3%	-4	12%	-4	-0.5%	2	13%	17	0%	4%
Nc1cccc(C(=O)NCCNC(=O)c2cccc(N)c2)c1	-1%	nt	9	7%	-23	0.5%	2	-4%	4	?	-2%
COCCN(C(=O)CC1C(=O)NCCN1Cc1ccc(-c2ccccc2)cc1)C(C)C (stereo not given)	-1%	5%	19	-2%	-3	0.3%	-3	8%	-11	0%	1%
CC(=O)Nc1ccc(NC(=O)C2CCCN(S(=O)(=O)c3ccc(-n4cnnn4)cc3)C2)cc1 (stereo not given)	0%	0%	4	0%	3	0.2%	-1	-3%	2	0%	-3%
C=C(C)Cn1c(N2CCN(c3ccc(OC)cc3)CC2)nc2c1c(=O)n(C)c(=O)n2C	-4%	-19%	5	5%	-4	0.3%	-5	-5%	17	-9%	0%
O=C(c1ccoc1)N1CCC2(CC1)Oc1ccc(Cl)cc1C(=O)C21CC(c2ccccc2)=NO1 (stereo not given)	3%	-8%	-19	0%	-8	8.9%	0	10%	-18	?	-2%
CSCCCNC(=O)c1ccccc1OC1CCN(S(C)(=O)=O)CC1	-4%	5%	0	1%	-6	-0.4%	-25	-5%	-13	?	6%
O=C(Nn1cnnc1)c1ccccc1F	0%	-2%	13	4%	-2	-0.5%	1	0%	-6	-1%	6%
CCN(c1ccccc1)S(=O)(=O)c1ccc(Cl)c(NC(=O)CSc2nncs2)c1	0%	-16%	3	-4%	-8	0.1%	1	10%	14	10%	-2%
COc1cc(C(=O)NNC(=O)C2CC2)cc(OC)c1OC	3%	nt	0	4%	12	-0.2%	1	-3%	3	-5%	1%
Cc1ccc(C2N(c3ccc(F)cc3)C(=O)C3CCCN32)cc1 (stereo not given)	0%	-18%	3	10%	-6	0.4%	1	9%	-5	-8%	1%
O=C(O)c1cc(-c2ccc(Cl)cc2)n(-c2ccccc2)n1	3%	1%	9	11%	i	0.0%	-14	1%	11	?	-2%
CN1C(=O)NC(NC(=O)C2CCCCC2)(C(F)(F)F)C1=O (stereo not given)	3%	-1%	0	16%	-19	-0.1%	-2	2%	-10	0%	3%
Fc1ccccc1N1CCN(CCCNc2ccc3nncn3n2)CC1	2%	-5%	-2	12%	-11	0.5%	2	-7%	1	-2%	2%
O=c1oc2ccccc2cc1-c1nc(-c2cccs2)cs1	23%	0%	0	7%	-13	-1.0%	-1	nt	-14	20%	0%
Cc1c([N+](=O)[O-])c([N+](=O)[O-])nn1CC(=O)NCc1cccnc1	4%	-2%	-14	9%	3	-0.3%	1	-1%	-4	10%	-1%

Copied from the list:
CSCCCNC(=O)c1ccccc1OC1CCN(S(C)(=O)=O)CC1 @ KCNH2 WT inh: -6
Cc1ccc(C2N(c3ccc(F)cc3)C(=O)C3CCCN32)cc1 (stereo not given) @ Eya2 phos inh: 10%

Next part:
SMILES	USP2a inh	PKM2 act	KCNH2 3.1 block	Eya2 phos inh	KCNH2 WT inh	B2AR arrestin	FBPA coupling cs	uPA generation	Giardia killer	BCR signal inh	GALK inhibitor
O=C(CSc1nnc(-c2c[nH]c3ccccc23)o1)N1CCCCC1	1%	-1%	-3	5%	9	-1.0%	-1	-1%	13	3%	-5%
CCC(=O)Nc1cccc(NC(C)=O)c1	1%	1%	nt	12%	nt	-2.9%	0	nt	nt	-22%	6%
CCN(C[C@H]1N[C@@](C)(C(=O)OC)[C@H]2C(=O)N(Cc3ccccc3)C(=O)[C@@H]12)S(=O)(=O)c1ccc(OC)cc1	-1%	nt	16	6%	3	-0.7%	nt	-6%	29	4%	nt
O=C(Nc1cccc(C(F)(F)F)c1)c1cccc(NS(=O)(=O)c2ccc(O)c(C(=O)O)c2)c1	1%	nt	-3	-10%	-10	4.0%	12	7%	-3	4%	nt
CCOC(=O)N1CCC(N(CCN(C)C)C(=S)Nc2ccc(F)c(Cl)c2)CC1	0%	1%	4	-10%	-1	0.2%	-2	7%	5	-11%	-1%
Cc1sc2nc(COC(=O)c3cccc(S(=O)(=O)N(C)c4ccccc4)c3)[nH]c(=O)c2c1C	4%	-6%	33	10%	-3	-0.3%	1	-1%	3	6%	1%
CC(C)(C)C(=O)NC1CCN(S(=O)(=O)c2ccc(C(F)(F)F)cc2)CC1	-4%	1%	-9	-8%	-3	6.0%	4	2%	-6	1%	0%
O=C(Cc1ccccc1)NNC(=O)C1CCCC1	1%	-5%	-16	17%	nt	0.4%	1	-3%	9	7%	1%
COc1ccc(N2CCN(C(=O)c3cc4c(s3)-c3ccccc3OC4)CC2)cc1	1%	4%	-28	2%	12	-0.1%	3	8%	-29	4%	nt
O=C(Nc1ccc(N2CCCCC2)c(Cl)c1)c1ccc(N2CCOCC2)c([N+](=O)[O-])c1	0%	2%	-38	-1%	1	4.3%	-4	-7%	3	13%	1%
CC1CCCC(NC(=O)CN2C(=O)NC(C)(c3ccccc3)C2=O)C1C (stereo not given)	1%	nt	-5	-14%	-2	-0.1%	nt	8%	1	-8%	nt
CCCCC(=O)Nc1ccc(C(=O)N2CCC(C(=O)OCC)CC2)cc1	5%	-1%	-8	10%	-2	-0.2%	1	2%	6	-2%	2%
Cc1cc(Cl)ccc1NC(=O)CN1CCC(C(O)(c2ccccc2)c2ccccc2)CC1	-1%	-1%	-47	-14%	26	-0.4%	-4	-8%	15	21%	nt
CC(NS(=O)(=O)c1ccc(Cl)cc1)C(=O)Nc1ccc2c(c1)OCCO2 (stereo not given)	2%	nt	15	10%	-30	-0.2%	-1	5%	4	-11%	4%
Cc1nc(NCCc2cnc[nH]2)c2oc3ccccc3c2n1	3%	1%	3	4%	3	-0.7%	0	-3%	23	?	12%
COC(=O)c1ccc(CN=C(NS(=O)(=O)c2ccccc2)c2ccccc2)cc1	5%	nt	12	-1%	1	-0.1%	nt	-7%	2	-2%	nt
CCCCn1nnc(NC(=O)c2ccc(-c3ccccc3[N+](=O)[O-])o2)n1	-1%	-22%	-3	5%	-31	-0.1%	2	4%	2	2%	3%
